Bioassay records as filed in PubChem BioAssay.
NPY2 pot ag – potentiates or activates human NPY-Y2 receptor | P49146 | cells expressing NPY-Y2, potentiator/agonist read-out | activation, % at 3.6 µM | hit rate 0.45% among 220,000 | AID 1359; in the data active = activation above about 27%;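 note: cells stimulated with NPY near EC25 plus isoproterenol at EC100; 0% = vehicle plus submaximal agonist and 100% = vehicle plus saturating agonist; some results beyond the cut were filed as inactive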
RBBP9 inhibitor – inhibitors of human serine hydrolase RBBP9 | O75884 | recombinant RBBP9, FP-Rh probe fluorescence polarization | inhibition, % at 7.94 µM | hit rate 0.2% among 220,000;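 active = inhibition above the campaign mean of all tested compounds plus 3 SD, cut at about 14% in these data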;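 note: plate controls were DMSO wells with RBBP9 for no effect and wells lacking RBBP9 protein for full effect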
Target sequence (O75884 whole entry, looked up): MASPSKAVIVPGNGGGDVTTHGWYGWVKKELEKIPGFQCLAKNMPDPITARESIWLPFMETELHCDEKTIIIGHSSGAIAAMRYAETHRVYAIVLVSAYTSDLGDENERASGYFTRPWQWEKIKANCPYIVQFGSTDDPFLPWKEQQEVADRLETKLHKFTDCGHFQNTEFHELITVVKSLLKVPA
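Test system – recombinant human RBBP9 · Input – RBBP9 2.5 µM in dispensing solution, pre-mixing · Medium – Tris buffer pH 8.0, NaCl, Pluronic · Schedule – preincubation 30 min plus labeling 45 min at 25 °C · Measured by – fluorescence polarization · Measure – % inhibition · Controls – DMSO and no-protein wells · Replicates – one well per compound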
NPY Y1 blocker – blocks the human neuropeptide Y Y1 receptor; P25929; HEK293-CNG Y1 cells, membrane potential fluorescence; NPY at EC95, then isoproterenol; inhibition, % at 3.6 µM; hit rate 1% among 200,000;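 active = inhibition above the campaign mean inhibition of all tested compounds plus 3 SD, cut at about 20% in these data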;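 note: 0% = DMSO wells given NPY plus isoproterenol and 100% = isoproterenol alone without NPY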
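Assay system: HEK293 cells with Y1 receptor plus CNG channel | Probe or stimulus: NPY (25 nM), isoproterenol (1 µM), Ro 20-1724 (25 µM) | Timing: Compound incubation 1 h at room temperature, readout 45 min post-stimulation | Measured by: Membrane-potential fluorescent dye readout | Benchmarks: High control isoproterenol alone, low control NPY with isoproterenol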
Runt-CBFb FRET – Runt domain-CBFb interaction inhibition. Q01196+Q13951. Cerulean-Runt/Venus-CBFb FRET ratio 530/480, 1 h. inhibition, % at 20 µM. hit rate 0.46% among 220,000. AID 1496;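 active = inhibition over about 50% at 20 µM in the single-dose screen, limit read from the data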;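 note: 0% = DMSO wells and 100% = excess unlabeled CBFb competitor control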
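Assay system: Cerulean-tagged RUNX1 Runt domain (FRET donor) fusion protein / Amount: 100 nM each of Venus-CBFb and Cerulean-Runt domain / Medium: Tris buffer pH 7.5 with salts and BSA / Also added: Venus-CBFb 100 nM / Schedule: 1 h complex formation plus 1 h compound treatment, room temperature / Signal: FRET fluorescence / Read-out: loss of energy transfer signal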
NPY-Y1 PAM-ag – potentiates or activates human NPY-Y1 receptor | P25929 | NPY-Y1 expressing cells, potentiator/agonist activation | activation, % at 3.6 µM | hit rate 0.37% among 220,000 | AID 1304; in the data active = activation above about 33%, passing the limit was not always enough;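 note: cells stimulated with NPY at EC10 then isoproterenol at EC100; 0% = low agonist plus stimulus and 100% = saturating agonist plus stimulus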
Runt-SMMHC FRET – blocks binding of human RUNX1 Runt domain to CBFb-SMMHC; Q01196+Q13951; Cerulean-Runt/Venus-CBFb-SMMHC FRET ratio 530/480, 1 h; inhibition, % at 20 µM; hit rate 0.74% among 220,000; AID 1434;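 active = mean inhibition across duplicate retests at 20 µM reaching about 50%, limit read from the data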;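 note: 0% = DMSO wells and 100% = wells with excess untagged CBFb-SMMHC; inhibitors lower the FRET ratio by blocking Runt binding to CBFb-SMMHC; some results filed as inactive read as strong as hits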
Hck-Nef inh – blocks Nef-activated human Hck kinase | P08631 | hit rate 0.68% among 220,000 | Recombinant Hck-YEEI plus Nef, Z-Lyte FRET kinase assay | inhibition, % at 20 µM;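 active = Hck-Nef kinase inhibition above about 50%, limit read from the data; inactive = inhibition below that limit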;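 note: 0% = DMSO with Hck plus Nef and 100% = Hck alone without Nef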
p97 ATPase inh – inhibitors of human p97 ATPase. AID 1481. recombinant p97 ATPase, Kinase-Glo ATP luminescence, 3 h. hit rate 0.42% among 220,000. P55072. inhibition, % at 8 µM; in the data active = inhibition above about 15%;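 note: 0% = DMSO vehicle and 100% = wells lacking enzyme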
Target sequence (P55072 whole entry, looked up): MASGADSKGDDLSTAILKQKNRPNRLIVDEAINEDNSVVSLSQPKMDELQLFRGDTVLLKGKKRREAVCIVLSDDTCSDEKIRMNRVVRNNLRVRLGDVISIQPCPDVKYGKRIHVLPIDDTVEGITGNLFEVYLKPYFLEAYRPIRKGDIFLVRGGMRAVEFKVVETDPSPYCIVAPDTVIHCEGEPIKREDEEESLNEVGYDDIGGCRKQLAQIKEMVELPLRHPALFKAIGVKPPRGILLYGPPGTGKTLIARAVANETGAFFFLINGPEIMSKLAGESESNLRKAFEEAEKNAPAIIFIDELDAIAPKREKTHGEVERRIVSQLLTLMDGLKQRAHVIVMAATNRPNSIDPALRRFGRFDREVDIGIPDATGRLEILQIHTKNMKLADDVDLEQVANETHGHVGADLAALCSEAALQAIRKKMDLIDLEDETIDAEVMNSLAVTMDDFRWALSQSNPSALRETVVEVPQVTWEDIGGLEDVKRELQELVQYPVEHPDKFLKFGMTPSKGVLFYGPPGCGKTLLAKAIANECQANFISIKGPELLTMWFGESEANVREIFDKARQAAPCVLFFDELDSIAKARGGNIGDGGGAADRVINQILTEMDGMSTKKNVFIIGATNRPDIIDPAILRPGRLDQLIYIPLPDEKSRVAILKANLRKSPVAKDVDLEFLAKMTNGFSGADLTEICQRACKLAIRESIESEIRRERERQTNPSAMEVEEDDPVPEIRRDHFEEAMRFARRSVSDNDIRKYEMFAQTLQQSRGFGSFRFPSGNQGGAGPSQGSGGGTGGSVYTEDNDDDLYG
MDM2 E3 inh – inhibitors of human Mdm2 E3 ubiquitin ligase | Q00987 | AID 1230 | signal enhancement, % at 5 µM | cell-based MDM2 ubiquitination luciferase reporter, 2 h; 0 = plate control, 100 = twice control, blank-subtracted | hit rate 0.11% among 210,000;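 active = signal enhancement of 30% or more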;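 note: luminescence tracks abundance of the self-degrading MDM2-luciferase fusion protein; higher signal means inhibition of MDM2 E3 ligase activity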
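Buffer or medium: Cells held in DMEM | Assay system: Stable mammalian line carrying autodegrading MDM2–luciferase fusion reporter | Quantity: 2000 cells/well | Times: 4 h settle plus 2 h compound, 37 °C | Doses: One concentration, 5 µM, with 0.2% DMSO | Technique: Luminescence with SteadyLite reagent, 15 min at room temperature | Benchmarks: Plate controls and plate blanks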
Numbers without * were called inactive; x = no result given.

SMILES	NPY2 pot ag	RBBP9 inhibitor	NPY Y1 blocker	Runt-CBFb FRET	NPY-Y1 PAM-ag	Runt-SMMHC FRET	Hck-Nef inh	p97 ATPase inh	MDM2 E3 inh
Cc1c(Cl)cccc1NC(=O)NC1CCCCC1	-9	-4	8	1	3	3	10	-3	2
C=CCOc1ccc(CNc2ccc3[nH]c(=O)[nH]c3c2)cc1OC	-2	5	2	0	6	-26	41	5	-21
COC(=O)CCCC(=O)Nc1ccc(Br)cc1	17	-12	6	1	2	-3	-11	3	2
COC(=O)C1=C(C)N(Cc2ccc(OC)cc2)C(=O)/C1=C\c1ccco1	-8	-10	x	-4	5	-3	4	4	-3
Cc1ccc(-c2csc3nc(SCC(N)=O)n(Cc4ccccc4)c(=O)c23)cc1	5	-6	-3	-7	1	-2	1	4	11
CCCNC(=S)Nc1ccccc1	4	-7	x	-2	3	-2	5	6	-11
Cc1cc(NC(=O)c2ccccc2-c2ccccc2)ccc1Br	-21	-23	16	-1	-37	4	-2	-5	-10
OCCCN=C1CCCc2c1[nH]c1ccc(Cl)cc21	-20	-8	x	-1	6	1	19	-1	-21
O=C(c1cnccn1)N(Cc1cccs1)C1(C(=O)NC2CCCCC2)CCCCC1	-19	-5	38*	2	-38	2	3	2	-11
O=S(Cc1ccc(Br)cc1)Cc1nnc(SCc2c(Cl)cccc2Cl)n1-c1ccccc1 (stereo unspecified)	-2	0	0	-2	34	-6	1	-2	0
CC(=O)Nc1ccccc1C(=O)C(=O)Nc1ccc(C(=O)N2CCOCC2)cc1	-16	-9	-2	-2	3	-6	25	2	4
CC(C)CC(=O)NC(=S)Nc1ccccc1C(F)(F)F	0	-5	0	2	4	2	10	-1	-35

An excerpt from the list above, for reference:
SMILES	NPY2 pot ag	RBBP9 inhibitor	NPY Y1 blocker	Runt-CBFb FRET	NPY-Y1 PAM-ag	Runt-SMMHC FRET	Hck-Nef inh	p97 ATPase inh	MDM2 E3 inh
COC(=O)CCCC(=O)Nc1ccc(Br)cc1	17	-12	6	1	2	-3	-11	3	2
COC(=O)C1=C(C)N(Cc2ccc(OC)cc2)C(=O)/C1=C\c1ccco1	-8	-10	x	-4	5	-3	4	4	-3
Cc1ccc(-c2csc3nc(SCC(N)=O)n(Cc4ccccc4)c(=O)c23)cc1	5	-6	-3	-7	1	-2	1	4	11
CCCNC(=S)Nc1ccccc1	4	-7	x	-2	3	-2	5	6	-11
Cc1cc(NC(=O)c2ccccc2-c2ccccc2)ccc1Br	-21	-23	16	-1	-37	4	-2	-5	-10
OCCCN=C1CCCc2c1[nH]c1ccc(Cl)cc21	-20	-8	x	-1	6	1	19	-1	-21
O=C(c1cnccn1)N(Cc1cccs1)C1(C(=O)NC2CCCCC2)CCCCC1	-19	-5	38*	2	-38	2	3	2	-11
O=S(Cc1ccc(Br)cc1)Cc1nnc(SCc2c(Cl)cccc2Cl)n1-c1ccccc1 (stereo unspecified)	-2	0	0	-2	34	-6	1	-2	0
CC(=O)Nc1ccccc1C(=O)C(=O)Nc1ccc(C(=O)N2CCOCC2)cc1	-16	-9	-2	-2	3	-6	25	2	4
CC(C)CC(=O)NC(=S)Nc1ccccc1C(F)(F)F	0	-5	0	2	4	2	10	-1	-35

Remaining list, next part:
SMILES	NPY2 pot ag	RBBP9 inhibitor	NPY Y1 blocker	Runt-CBFb FRET	NPY-Y1 PAM-ag	Runt-SMMHC FRET	Hck-Nef inh	p97 ATPase inh	MDM2 E3 inh
CC1CCC(C(C)C)C(OCC(O)CNC(C)c2ccccc2)C1 (stereo unspecified)	17	-6	7	-1	43*	-1	17	-3	0
CC(=O)Nc1ccc(NC(=O)C2CCN(c3ccc(C(F)(F)F)cn3)CC2)cc1	15	-7	-1	1	18	-1	8	3	3
O=C(CN1CCC(n2nnc3cc(F)ccc32)CC1)Nc1ccc2c(c1)CCC2	-6	-6	11	0	-5	-2	1	3	-3
N#CCCN(Cc1cccnc1)S(=O)(=O)c1ccc(S(=O)(=O)N2CCCCCC2)cc1	15	-1	3	0	15	0	1	-1	-12
CCc1cccc(NC(=O)CCNS(=O)(=O)c2cccc3nonc23)c1	15	-8	1	-1	14	24	20	4	-4
CCOC(=O)c1cc(-c2ccccc2)sc1NC(=O)COC	-5	-5	7	-2	-11	-2	20	-1	9
Cc1ccsc1/C=N/NS(=O)(=O)c1ccc([N+](=O)[O-])cc1	-8	-9	4	-2	-3	-1	3	2	-8
CCn1c(-c2cc3c(C(F)(F)F)nn(C)c3s2)n[nH]c1=S	-6	-7	7	5	-29	8	2	0	3
CC1CCCCC12NC(=O)N(CC(=O)Nc1ccc(S(=O)(=O)N3CCOCC3)cc1)C2=O (stereo unspecified)	6	-1	-1	-1	-4	0	5	2	-9
CCOC(=O)C1CCCN(C(=O)c2cn(C)c3ccc(S(=O)(=O)N4CCCC4)cc3c2=O)C1 (stereo unspecified)	-1	-8	0	0	14	5	-1	1	-8
CNc1nc(-c2cccs2)cc(C(F)(F)F)c1C#N	-9	2	x	11	-26	88*	104*	7	-11
O=C(OCc1nc2ccccc2s1)c1ccccc1O	-11	-7	1	-1	-16	-3	18	-2	-14
COc1cccc(/C=N/NC(=O)C(=O)N2CCCC2)c1	6	-8	-2	x	19	x	1	-1	x
N=c1c2c(-c3ccccc3)c(-c3ccccc3)n(Cc3ccco3)c2ncn1Cc1ccccc1	54*	-2	3	1	56*	-2	-16	5	-6
CC1CCCCN1S(=O)(=O)c1ccc(NC(=O)c2ccco2)cc1 (stereo unspecified)	11	-5	6	1	-19	2	4	-1	-18
CCN(CC)CCNC(=O)c1cc(-c2ccco2)nc2ccccc12	-6	0	-1	13	-2	13	25	-3	-21
COc1ccc2c(c1)c(=O)c(C(=O)c1ccccc1)cn2Cc1ccccc1	5	-1	1	0	-14	-5	-8	5	x
O=c1oc2ccc3ccccc3c2cc1-c1nnc(-c2ccccc2)o1	-34	-2	1	76*	25	39	2	-3	-8
COc1ccc(/C(C)=N/NC(=S)NCCc2ccccc2)cc1	-27	4	16	-2	-32	-3	-15	0	-1
S=C(Nc1ccccc1)Nc1ccc(OCc2ccc(Cl)cc2Cl)cc1	-1	0	5	4	8	6	1	3	-30
COc1cc(C(=O)Nc2cccc(-c3nc4ncccc4o3)c2C)cc(OC)c1OC	9	-9	1	4	10	24	1	1	-19
COc1cccc2cc(C(=O)N3CCN(c4ccccc4F)CC3)c(=O)oc12	-4	-6	4	2	2	-4	-2	0	-11
O=C(Nc1ccc(S(=O)(=O)Nc2nccs2)cc1)c1cc(-c2ccccc2Cl)nc2ccccc12	34*	-9	-2	-2	10	-4	-1	-3	-27
COc1cc(CO)cc(Br)c1OCC(=O)Nc1cccc2ccccc12	-1	-8	2	1	3	-1	21	0	-2
O=c1ccn(CCCBr)c(=O)[nH]1	-19	3	x	-1	-2	-1	8	4	-8
O=C(CSCc1ccc(Cl)cc1)Nc1ccccc1O	9	-4	-3	0	1	-1	5	1	-19
COC(=O)c1cc(OC)c(OC)cc1NC(=O)CSc1nnnn1Cc1ccccc1	3	5	3	1	-22	-1	18	-4	-11
COc1ccc(/C=C(\C#N)C(=O)NCC(c2ccc(F)cc2)N2CCOCC2)cc1 (stereo unspecified)	-27	-1	x	-5	8	1	10	0	x
O=C(O)c1nsc(Cl)c1Cl	-9	-8	10	0	2	1	-1	2	-14
CC(=O)Nc1ccc(S(=O)(=O)Oc2ccc(/C=N/N=C3/NC(=O)C(CC(=O)O)S3)cc2)cc1 (stereo unspecified)	-3	-7	6	2	-29	-4	27	-2	-6
Cn1cnc([N+](=O)[O-])c1C(=O)Nc1cccc([N+](=O)[O-])c1	-13	-3	-4	0	7	-5	6	6	4
CCOc1ccccc1NC(=O)COC(=O)/C=C/c1ccc(OC)c(OC)c1	-16	-2	19	-6	-23	-4	23	6	-26
Cc1ccc(S(=O)(=O)NCCC2(C(C)C)CCOC(C)(C)C2)cc1 (stereo unspecified)	-13	-2	7	-1	-14	4	-5	-6	-12
CCN1CCN(CCOc2ccc(Br)cc2C)CC1	-32	9	9	-3	4	-4	19	11	-15
O=C(C1CCCN(S(=O)(=O)c2ccc(F)cc2)C1)N(Cc1cccs1)C1CC1 (stereo unspecified)	-6	-5	9	-2	-19	2	-5	-6	-5
COc1ccc(/C(N)=N/OC(=O)c2ccc(OC)c([N+](=O)[O-])c2)cc1OC	3	-11	6	1	3	-3	-6	-2	-20
N#CC1=C(N)NC(SCC(=O)Nc2ccc(Br)cc2)=C(C#N)C12CCCCC2	25	-12	3	-1	35	2	3	5	-8
Cc1ccc(N=C(N)N=C(N)N)cc1	-13	6	x	2	10	0	18	3	-11
OC(CN1CCOCC1)C12CC3CC(CC(C3)C1)C2 (stereo unspecified)	9	11	-3	0	6	1	2	6	11
CC(C)Cc1nnc(NS(=O)(=O)c2ccc(Cl)cc2)s1	-1	-4	4	0	0	-1	17	-5	-10
COc1ccc(OCc2nnc(SCC(=O)N3CCCc4ccccc43)n2-c2ccc(C)cc2)cc1	-3	-6	0	-4	-16	-6	-15	1	-19
O=C(CSCc1ccccc1)Nc1ccc(Cl)cn1	15	-7	5	2	4	1	-13	-4	4
CC(c1ccccc1)N1C(=O)CC(Sc2ncccc2C(=O)O)C1=O (stereo unspecified)	17	0	-1	2	-8	1	7	5	5
CCCSc1nc(N2CCOCC2)c2c(c1C#N)CC(C)(C)SC2	-20	-4	16	-4	-29	-1	1	-6	-5
